GAA glycogen: GAA glycogen-cleavage inhibition or activation; hit rate 0.38% among 300,000; Potency, µM (doses to about 76.4 µM), without a hit: at the top dose activity change, negative = inhibition, usual class: inhibitors; recombinant GAA, glycogen substrate, Amplex Red glucose oxidase fluorescence; active means well fitted inhibition curve with a large enough effect; inconclusive means small, poorly fitted or top-dose-only effect, or another doubt; inactive means no such curve, though single readings can be large or run the other way;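 further: 0% = full enzyme reaction and -100% = no-enzyme basal signal; the screen sought inhibitors and activators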
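Recombinant enzyme (4 nM final) with compounds titrated up to 77 uM and bovine liver glycogen (30 ug) in citrate pH 5.0, 0.01% Tween-20, 37 C 40 min. Released glucose detected by Amplex Red/glucose oxidase (Ex 573/Em 610); AC50 from Hill fits.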
* marks the source's active call; other numbers are inactive results; ? = inconclusive; [ ] = remark or other dose. Potency means the concentration at half of the fitted maximal effect. Only part of the results is shown; rates above refer to the full screens.

canonical_smiles	GAA glycogen
CCN1CCN(C(=O)N(c2ccccc2)c2ccccc2)CC1	5%
COc1ccc(Cc2nc3ccc(C(=O)N(C)CCCN4CCOCC4)cc3o2)cc1	6%[76.3 µM]
Cc1cc(=O)n(Cc2ccccc2)c2c(C)cccc12	2%
N#CCN(CC#N)C(=O)C1c2ccccc2Oc2ccccc21	-3%[76.3 µM]
CCOc1ccc(C(C(=O)NCC2CCCO2)N(C(=O)c2snc(C(N)=O)c2N)c2cccc(F)c2)cc1 (centres undefined)	-3%
CC(NC(=O)NC(=O)c1ccc(Cl)cc1)c1ccccc1 (centres undefined)	3%[76.3 µM]
COc1ccc(/C=C/c2nc(S(=O)(=O)c3ccccc3)c(NCCCN(C)C)o2)cc1OC	0%[76.3 µM]
O=C(Nc1ccncc1)Nc1cccc(C(F)(F)F)c1	-8%[76.3 µM]
Cc1ccc(-c2nnc(SCC(=O)NC3CC3)o2)cc1	3%
Cc1ccccc1NC(=O)OCc1ccccc1	0%[76.3 µM]
CC(=O)Nc1cccc(C(=O)N(CCc2ccccc2)Cc2ccccc2)c1	-4%[76.3 µM]
O=C(Cn1c(=O)n(CCC(=O)N2CCCCC2)c(=O)c2sccc21)NCc1ccccc1	-5%[76.3 µM]
O=C(Nc1ccccc1Cl)c1ccc([N+](=O)[O-])o1	4%[76.3 µM]
CCOC(=O)N1CCN(S(=O)(=O)c2ccc(C(=O)N(CCN(C)C)c3nc4ccc(CC)cc4s3)cc2)CC1	3%[76.3 µM]
CCOc1ccc(S(=O)(=O)N2CCOCC2)cc1NC(=O)CSCC(=O)Nc1cccc(C)c1	-23%[76.3 µM]
CCOc1ccccc1/C=C/c1onc(C)c1S(=O)(=O)N1CCC(C(=O)NC(C)C)CC1	2%[76.3 µM]
Cc1ccc(S(=O)(=O)Nc2cc(C)cn(Cc3ccc(F)cc3)c2=O)cc1	1%
CSc1ccccc1C(=O)N(C)C(c1ccccc1)c1ccccc1	-14%
CN(Cc1ccc(F)cc1)C(=O)c1cccc(OCc2ccccc2)c1	0%
Cc1cc(C(=O)Nc2cc(C)on2)on1	-14%[76.3 µM]
COc1ccc(CC(=O)N2CCC(CCC(=O)Nc3ccccc3)CC2)cc1	10%[76.3 µM]
CCc1nc(SCC(=O)Nc2cc(OC)ccc2OC)c2c(C)c(C)sc2n1	0%
COc1ccc(OC)c(CNS(=O)(=O)c2cc(CN3C(=O)c4cccnc4C3=O)ccc2OC)c1	-4%[76.3 µM]
COc1ccc2[nH]c(C(=O)N(C)Cc3ccccc3)c(C)c2c1	3%
COc1ccc(C)cc1NC(=O)c1nn(-c2ccccc2)cc1OC	-11%
Cn1nccc1C(=O)N(CCN1CCCCC1)CC1CCCN(C2CCCC2)C1 (centres undefined)	1%[76.3 µM]
COc1ccc(S(=O)(=O)NCc2ccccn2)cc1OC	-4%
Cc1ccc(CCN2CC(C(=O)NCCc3ccccc3)CC2=O)cc1 (centres undefined)	3%[76.3 µM]
CCN(CC(=O)Nc1ccc(C)c(S(=O)(=O)N(C)C)c1)Cc1ccccc1	1%
COc1cccc(C(=O)NCCNC(=O)c2cnccn2)c1	-4%
CC(C)(C)Nc1nc(SCC(=O)Nc2ccccc2Cl)nc(N2CCOCC2)n1	-13%[76.3 µM]
CCOc1ccccc1N1CCN(CC(O)COC2CCCc3ccccc32)CC1 (centres undefined)	8%
O=C(Cc1ccc(F)cc1)N1CCN(c2ccc([N+](=O)[O-])cc2)CC1	-3%[76.3 µM]
Cc1ccc(C)c(NC(=O)NCCN2CCCCC2)c1	-4%[76.3 µM]
CN1CCC(=O)N(CCOc2ccccc2)CC1	17%[76.3 µM]
COc1ccc(-c2nc3n(c(=O)c2C#N)CCS3)c(OC)c1	-13%
CC(C)(C)C(=O)CNS(=O)(=O)c1ccc(S(=O)(=O)NC2CC2)cc1	-3%[76.3 µM]
CC(/C=N/NC(=O)c1ccc(Cn2cc([N+](=O)[O-])cn2)o1)=C\c1ccccc1	-1%[76.3 µM]
Cc1ccc(C)c(N(CC(=O)NC2CCCCC2)C(=O)c2csnn2)c1	-7%[76.3 µM]
Cn1c2ccccc2c(=O)c2cc(C#Cc3ccccn3)ccc21	10%[76.3 µM]
O=C(Nc1ccc(-c2n[nH]c(=S)o2)cc1)c1ccccc1Br	-9%[76.3 µM]
O=C(c1cccc(F)c1)N1CCN(Cc2ccc3c(c2)OCO3)CC1	-5%[76.3 µM]
CS(=O)(=O)N1CCc2cc(C(=O)Nc3ccc(Br)cc3)ccc21	9%
Cc1ccc(-n2nc3c(c2NC(=O)c2ccco2)CS(=O)C3)cc1 (centres undefined)	-8%[76.3 µM]
Cc1ccc(NC(=S)NC(=O)Cc2ccccc2)c(O)c1	?
CCS(=O)(=O)c1nc(S(=O)(=O)c2ccc(C)cc2)c(NCCCn2ccnc2)s1	-10%[76.3 µM]
COc1ccccc1CN1CC(C(=O)NCc2ccc(C)c(F)c2)CCC1=O (centres undefined)	-5%[76.3 µM]
COC(=O)C1CN(C(=O)COc2ccc(C)cc2)c2ccccc2O1 (centres undefined)	4%
COc1cc(C(=O)OCC(=O)NC(N)=O)cc(CN2C(=O)c3ccccc3C2=O)c1OC	3%
CN1CCN(C(=O)CN(C2CCCCC2)S(=O)(=O)c2ccc(Br)cc2)CC1	-4%[76.3 µM]
CCCN1C2CCCC1CC(NC(=O)c1ccc(Br)cc1)C2 (centres undefined)	-1%[76.3 µM]
CCOc1cccc2c1OC1(C)CC2NC(=O)N1c1cccc(C(=O)NCc2ccccn2)c1 (centres undefined)	-3%[76.3 µM]
Cc1cccc(OCCCC(=O)Nc2ccc(S(=O)(=O)Nc3ncccn3)cc2)c1C	1%[76.3 µM]
O=C(C[n+]1cccc(O)c1)NCc1ccc(Cl)cc1	5%
Cc1nc2c(nnn2Cc2ccccc2Cl)c(=O)[nH]1	0%[76.3 µM]
O=C(CCC(=O)N1CCOCC1)Nc1ccc(Cl)c(Cl)c1	4%[76.3 µM]
O=C(c1cc(COc2cccc(C(F)(F)F)c2)on1)N1CCC(c2ccccc2)CC1	-12%[76.3 µM]
CCCCc1ccc(NC(=O)CN(C)CC(=O)Nc2ccccc2Cl)cc1	-13%
CCCCC(=O)N1CC(=O)Nc2ccc(F)cc2C1c1ccccc1 (centres undefined)	-13%
O=C(CCn1c(=O)oc2ccccc21)Nc1ccc(C(=O)O)cc1	-6%

In the list so far, these contain an aryl thioether with sulfur outside any ring.
canonical_smiles	GAA glycogen
Cc1ccc(-c2nnc(SCC(=O)NC3CC3)o2)cc1	3%
CSc1ccccc1C(=O)N(C)C(c1ccccc1)c1ccccc1	-14%
CCc1nc(SCC(=O)Nc2cc(OC)ccc2OC)c2c(C)c(C)sc2n1	0%
CC(C)(C)Nc1nc(SCC(=O)Nc2ccccc2Cl)nc(N2CCOCC2)n1	-13%[76.3 µM]

Additional structures.
canonical_smiles	GAA glycogen
Cc1ccsc1C(=O)NCc1ccccc1Cl	-3%
O=C(c1cc(-c2ccc(Cl)cc2)on1)N1CCN(c2ccc(F)cc2)CC1	-9%
CCSc1ncc(Cl)c(C(=O)Nc2ccccc2C)n1	-2%
CCn1c(=O)c(C(=O)NNS(=O)(=O)c2ccc(NC(=O)OC)cc2)c(O)c2ccccc21	-3%[76.3 µM]
O=C(NCC1CC1)c1ccccc1Cl	-8%
O=C(Nc1nccs1)c1ccc(Br)c(S(=O)(=O)N2CCCC2)c1	-3%[76.3 µM]
Cc1cc(C)nc(N2CCCC(C(=O)Nc3cccc(Cl)c3)C2)n1 (centres undefined)	8%[76.3 µM]
O=C(C1COc2ccccc2O1)N1CCN(Cc2ccccc2)CC1 (centres undefined)	14%[76.3 µM]
CCN(CC(=O)Nc1ccc(OC)c(OC)c1)CC(=O)Nc1ccccc1C(F)(F)F	0%
CN(C(=O)CN1CCN(c2ccc([N+](=O)[O-])cn2)CC1)c1ccccc1	2%
Cc1cccc(N2C(=O)Cc3ccccc3C2=O)c1	?
COc1ccc(Cl)cc1C(=O)Nc1cccc2ncccc12	1%[76.3 µM]
COc1ccc(Br)cc1CN1CCN(C(=O)c2cccc(F)c2)CC1	4%
O=C(NCCN1CCN(c2ccc([N+](=O)[O-])cc2)CC1)NCc1ccccc1	-3%[76.3 µM]
COc1cc(NC(=O)c2c(F)c(F)c(OC)c(F)c2F)ccc1NC(=O)c1cccs1	-3%[76.3 µM]
O=C(Nc1cccc(Cl)c1)Nc1c[nH]c(=O)[nH]c1=O	-3%
CN(Cc1ccccc1)C(=O)Cc1ccccc1	-2%[76.3 µM]
O=C(CCNC(=O)N1CCn2c1nc1ccccc12)NCc1ccccc1Cl	8%[76.3 µM]
O=C(c1cc(-c2ccc(Cl)cc2Cl)on1)N1CCCC1	-19%
CCOc1ccc(N2CC(C(=O)OCC(=O)c3ccc(OC)cc3)CC2=O)cc1 (centres undefined)	6%
Cc1nonc1NC(=O)CSc1nc2ccc(Cl)cc2[nH]1	2%
COc1cc2c(cc1OC)C(c1ccc(OC)c(OC)c1OC)CC(=O)N2 (centres undefined)	-10%[76.3 µM]
C/C(=N\NC(=O)c1nnn(-c2nonc2N)c1-c1ccc(Cl)c(Cl)c1)c1ccncc1	-7%[76.3 µM]
CN1CCN(c2ccc(S(=O)(=O)N3CCOCC3)cc2NC(=O)COc2ccc(F)cc2Cl)CC1	-4%[76.3 µM]
Cc1cccc(NC(=O)CCCCCN2C(=O)[C@@H]3Cc4ccccc4CN3C2=O)c1	0%[76.3 µM]
COc1cc(/C=C/C(=O)N2CCN(C(=O)/C=C/c3cc(OC)c(OC)c(OC)c3)CC2)cc(OC)c1OC	-3%[76.3 µM]
COc1ccc(NS(=O)(=O)c2ccc(NC(=O)C3CC3)cc2)cc1	0%[76.3 µM]
CCn1cc(C(=O)NN)c(=O)c2cc(F)c(N3CCN(C)CC3)cc21	?
CCN(Cc1ccc(OC)c(F)c1)C(=O)c1cc2ccccc2o1	-3%
Cc1ccc2c(C)c(C(=O)N3CCN(c4ncccn4)CC3)oc2c1C	6%[76.3 µM]
COc1ccc(O)c(/C=N/NS(=O)(=O)c2ccc(C)cc2)c1	5%[76.3 µM]
O=C(O)Cc1ccc(NC(=O)Nc2cccc3ccccc23)cc1	-2%[76.3 µM]
COc1ccc(NC(=O)C#Cc2ccccc2)cc1OC	-3%[76.3 µM]
CCOC(=O)C1CCN(Cc2nnc(-c3cccc(Br)c3)o2)CC1	-9%
Cc1ccc2c(c1)c1c(n2CC(O)CN2CCOCC2)CCCC1 (centres undefined)	-15%[76.3 µM]
COc1cccc(NC(=O)c2sc3nc(N4CCOCC4)c4c(c3c2N)CCCC4)c1	5%[76.3 µM]
O=C(CC(C(=O)O)c1c(F)cccc1Cl)c1ccc(Cl)cc1 (centres undefined)	0%
Cc1cc(SCC(=O)c2cccc([N+](=O)[O-])c2)nc(=O)[nH]1	-1%[76.3 µM]
CCC1(c2ccccc2)NC(=O)N(CC(=O)NCc2ccc(OC)cc2)C1=O (centres undefined)	10%
CCOc1ccccc1N1CCN(C(=O)NCc2ccc(F)cc2)CC1	7%

Next part; it opens with the 6 that closed the last part.
canonical_smiles	GAA glycogen
Cc1ccc2c(c1)c1c(n2CC(O)CN2CCOCC2)CCCC1 (centres undefined)	-15%[76.3 µM]
COc1cccc(NC(=O)c2sc3nc(N4CCOCC4)c4c(c3c2N)CCCC4)c1	5%[76.3 µM]
O=C(CC(C(=O)O)c1c(F)cccc1Cl)c1ccc(Cl)cc1 (centres undefined)	0%
Cc1cc(SCC(=O)c2cccc([N+](=O)[O-])c2)nc(=O)[nH]1	-1%[76.3 µM]
CCC1(c2ccccc2)NC(=O)N(CC(=O)NCc2ccc(OC)cc2)C1=O (centres undefined)	10%
CCOc1ccccc1N1CCN(C(=O)NCc2ccc(F)cc2)CC1	7%
COc1ccc(N(C(=O)c2cccnc2)S(=O)(=O)c2ccc(OC)c(OC)c2)cc1	0%[76.3 µM]
CN(C)c1nc(-c2cccnc2)nc(-c2ccccc2)c1C#N	5%
CCS(=O)(=O)N1CCc2nc(-c3ccccc3)sc2C1	2%
Cc1onc(-c2ccccc2Cl)c1C(=O)Nc1ccc(Br)cc1	4%
CCOc1ccc2[nH]c3c(NCCOC)ncnc3c2c1	-5%
CCOC(=O)CSc1nnc(NC(=O)CN2CCN(C=O)CC2)s1	3%
O=C(CSc1nnc(-c2ccco2)o1)N1CCCCC1	-4%
Cc1ccccc1CC(=O)NC1CCCCCC1	-12%[76.3 µM]
O=C(N/N=C/c1ccccc1F)C(=O)N1CCCCCC1	-5%
COc1ccc(C(=O)N/N=C/c2ccccc2OC(=O)c2ccccc2)cc1	-12%
Cc1cc([N+](=O)[O-])ccc1NC(=O)COc1nsnc1N1CCOCC1	3%
Cc1cc(SCC(=O)c2ccccc2)nc(=O)[nH]1	-7%[76.3 µM]
COc1cc(F)ccc1S(=O)(=O)N1CCN(Cc2ccccc2)CC1	-10%[76.3 µM]
O=C(c1ccc2ccccc2c1)N1CCCCC1	0%

Bioassay records: PubChem, National Center for Advancing Translational Sciences (NCATS)
